AI-2 QS mod: modulates the Vibrio harveyi AI-2 quorum sensing system | activity change, % at 7.5 µM | AID 2094 | actives 0.4% (n = 300,000) | Vibrio harveyi JMH597 AI-2 luminescence/OD600 ratio, 9 h; active compounds read low; strain lacks LuxN and CqsS sensors; 0 = neutral-control median; in the data active = activity change below about -75%, passing the limit was not always enough;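 also: luminescence divided by OD600 gain over 9 h not by final OD600 alone; inactives centre near 13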
HSP90 refold inh: HSP90 refolding inhibition in rabbit reticulocyte lysate; luciferase refolding luminescence, 3 h; AID 1789; actives 0.91% (n = 290,000); inhibition, % at 5.6 µM;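 active = inhibition above the screen-wide mean plus 3 SD, computed separately per campaign, cut at about 16% in these data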;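 also: 0% = DMSO wells and 100% = 60 µM geldanamycin wells; inhibitors lower the luminescence because luciferase stays unfolded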
HSF1 inh: HSF1 inhibition. NIH3T3-HGL HSE-luciferase, MG132-induced, luminescence 8 h; active compounds read low. activity change, negative = inhibition, % at 7.5 µM (by protocol). actives 0.77% (n = 300,000). AID 2098;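 active = more than half of replicate wells show activity change below -50%, luminescence cut by over half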;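 also: luciferase reports HSF-1 transcriptional activity via heat shock element; 0% = median of DMSO wells and -100% = zero luminescence signal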
IEC-6 tox: kills IEC-6 intestinal cells in KLF5 counter-screen; inhibition, % at 5 µM; AID 1825; IEC-6 cytotoxicity, luminescence viability; actives 0.78% (n = 290,000); in the data active = inhibition above about 22%;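 also: 0% = plate median of test compound wells and 100% = cytotoxic reference compound wells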
KLF5 inh: kruppel-like factor 5 inhibition; DLD-1 KLF5 promoter-luciferase reporter, luminescence; AID 1700; actives 0.23% (n = 290,000); inhibition, % at 5 µM;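 active = inhibition above a per-plate limit of that plate's mean compound inhibition plus 3 SD, cut at about 60% in these data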;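 also: 0% = DMSO wells and 100% = LY294002 at 200 µM; higher means less KLF5 promoter-driven luciferase light; inactives centre near -14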
GSK3B inh: blocks human GSK3beta kinase activity. GST-GSK3beta kinase, ADP-Glo luminescence, 60 min; active compounds read low. activity score (negative = inhibition), % at 10 µM. AID 2097. actives 0.038% (n = 300,000);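 active = more than half of replicate wells score below -50%, meaning over 50% inhibition versus plate controls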;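 also: 0% = median DMSO wells and -100% = median GW8510 positive control wells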
Target sequence (P49841 whole entry, looked up): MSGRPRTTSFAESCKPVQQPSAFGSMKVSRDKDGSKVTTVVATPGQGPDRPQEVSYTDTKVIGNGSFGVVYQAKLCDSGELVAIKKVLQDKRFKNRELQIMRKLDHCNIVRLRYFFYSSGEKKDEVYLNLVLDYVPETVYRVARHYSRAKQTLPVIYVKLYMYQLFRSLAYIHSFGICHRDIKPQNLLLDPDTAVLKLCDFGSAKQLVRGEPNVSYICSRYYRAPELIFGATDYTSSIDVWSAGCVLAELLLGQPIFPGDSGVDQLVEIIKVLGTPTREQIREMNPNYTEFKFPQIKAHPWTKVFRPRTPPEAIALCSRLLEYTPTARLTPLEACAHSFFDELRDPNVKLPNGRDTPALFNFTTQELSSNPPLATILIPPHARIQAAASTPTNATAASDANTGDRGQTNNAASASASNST
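test system = GST-tagged human GSK3beta kinase, cell-free | reagent = 25 µM ATP with peptide substrate | dosing = one dose of 10 µM per compound | schedule = 60 min reaction, RT | detection = luminescent ADP-Glo measurement of ADP formed | control set = DMSO neutral wells and GW8510 at 20 µM as positive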
HSF1 activator: increases HSF-1 driven luciferase reporter signal. AID 504408. actives 1.7% (n = 300,000). NIH3T3-HGL HSF-1 luciferase reporter, MG132, 8 h; 100% = twice DMSO control signal. activation, % at 9 µM;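 active = mean replicate activation of at least 50% with a set share of replicates each reaching 50%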;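 also: 0% = median of the neutral control wells and 100% = twice that signal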
GSK3A inh: inhibitors of human GSK-3 alpha kinase; inhibition, % at 10 µM; actives 0.1% (n = 320,000); AID 2650; ADP-Glo luminescence, 60 min; P49840;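 in the data active = inhibition above about 50%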;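 also: GST-tagged GSK-3 alpha with peptide substrate and 25 µM ATP; 0% = DMSO neutral wells and 100% = GW8510 positive control wells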
Target sequence (P49840 whole entry, looked up): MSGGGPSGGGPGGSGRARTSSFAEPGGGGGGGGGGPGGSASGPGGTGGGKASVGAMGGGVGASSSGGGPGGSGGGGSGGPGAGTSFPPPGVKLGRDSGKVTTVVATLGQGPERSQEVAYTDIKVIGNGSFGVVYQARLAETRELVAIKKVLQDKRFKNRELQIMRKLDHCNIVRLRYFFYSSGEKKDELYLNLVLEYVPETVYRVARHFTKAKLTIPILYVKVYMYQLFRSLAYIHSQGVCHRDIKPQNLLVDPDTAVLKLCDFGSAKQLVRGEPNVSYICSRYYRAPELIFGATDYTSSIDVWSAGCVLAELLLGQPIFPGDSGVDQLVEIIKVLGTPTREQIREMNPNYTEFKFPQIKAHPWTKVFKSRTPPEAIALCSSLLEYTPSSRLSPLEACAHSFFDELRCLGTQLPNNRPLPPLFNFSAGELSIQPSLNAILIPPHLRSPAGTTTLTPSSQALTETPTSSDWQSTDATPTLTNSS
aSyn 5UTR inh: 5' untranslated region of α-synuclein, MLPCN primary screen | alpha-synuclein 5'UTR reporter, inhibitor activity | inhibition, % (tested at 7.5 µM) | actives 0.82% (n = 300,000); in the data active = inhibition above about 60%;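 also: H4 neuroglioblastoma cells stably carrying SNCA 5'UTR luciferase fusion; 0% = DMSO wells and 100% = positive control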
PolyA inhibitor: blocks polyadenylation in yeast reporter cells; S. cerevisiae SKY197-pL101 polyadenylation reporter, beta-gal luminescence; efflux-impaired pdr1/pdr3 knockout yeast; score 100 = 6 SD above DMSO; calls only at 12 µM; actives 0.02% (n = 300,000); AID 1875;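 active = lowest replicate activity score at least 50, where 100 means six control SD above control mean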;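 also: yeast exposed to compound for 9 h at 30 °C; higher score means more reporter readthrough which indicates perturbed polyadenylation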
An asterisk follows results filed as active; i = inactive; . = not tested or not shown. Not all compounds are listed. The share of hits here may be higher or lower than overall.

Codes: A = AI-2 QS mod; B = HSP90 refold inh; C = HSF1 inh; D = IEC-6 tox; E = KLF5 inh; F = GSK3B inh; G = HSF1 activator; H = GSK3A inh; I = aSyn 5UTR inh; J = PolyA inhibitor
1) OCC1(Cc2ccccc2)CCN(C2CCN(c3ccc(F)c(F)c3)CC2)CC1
  A: 5 | B: -3 | C: -8 | D: -2 | E: -41 | F: 3 | G: -7 | H: 0 | I: 24 | J: i

2) COc1cccc(CNC(=O)C2CCN(S(=O)(=O)c3cccs3)CC2)c1
  A: 16 | B: 1 | C: 1 | D: 10 | E: -36 | F: -2 | G: 3 | H: -3 | I: 18 | J: i

3) CN(C)c1ccc(NC(=O)Cn2c(=O)n(Cc3ccccc3)c(=O)c3ccccc32)cc1
  A: 11 | B: 0 | C: -2 | D: 2 | E: -38 | F: 0 | G: 19 | H: -2 | I: 23 | J: i

4) C=CCNC(=S)N1CCN(CCN=CC2=C(O)CC(c3cccs3)CC2=O)CC1 (centres undefined)
  A: 14 | B: 1 | C: -5 | D: 0 | E: 9 | F: 3 | G: -8 | H: 2 | I: 12 | J: i

5) COc1cc(-c2noc(C3CCCN(C(=O)c4ccccc4)C3)n2)cc(OC)c1OC (centres undefined)
  A: 0 | B: 3 | C: 5 | D: -4 | E: -35 | F: -2 | G: 20 | H: 1 | I: 12 | J: i

6) COc1ccc(/C=N/N=C(\N)c2nonc2N)cc1
  A: -7 | B: 12 | C: -3 | D: -6 | E: -80 | F: 2 | G: 2 | H: . | I: -111 | J: i

7) Cc1sc(NC(=O)C(C)C)c(C(=O)Nc2ccccc2)c1C
  A: 13 | B: 0 | C: -2 | D: 6 | E: -36 | F: 0 | G: 37 | H: -2 | I: 2 | J: i

8) COc1ccc(OC)c(/C=N\NC(=O)c2ccc(=O)n(C)c2)c1
  A: 26 | B: 1 | C: -3 | D: 5 | E: -8 | F: -2 | G: 2 | H: 1 | I: -11 | J: i

9) CC(C)OC(=O)C(C)Nc1n[nH]c(=S)[nH]c1=O (centres undefined)
  A: 5 | B: -2 | C: 10 | D: -5 | E: -7 | F: -8 | G: -9 | H: . | I: -12 | J: i

10) COc1cc2c(cc1OC)CN(C(=O)c1ccco1)CC2
  A: 10 | B: 4 | C: -4 | D: 3 | E: -18 | F: 4 | G: 2 | H: 1 | I: 12 | J: i

11) CCN(CC)S(=O)(=O)c1ccc(NC(=O)CNC2CCCCC2)cc1
  A: -2 | B: -1 | C: -4 | D: 2 | E: -24 | F: 0 | G: 1 | H: -1 | I: 13 | J: i

12) CC1CN(C(=O)CCC(=O)NCCCN2CCC(Cc3ccccc3)CC2)c2cc(Cl)ccc2O1 (centres undefined)
  A: 19 | B: -2 | C: 2 | D: 5 | E: -33 | F: 2 | G: 13 | H: 6 | I: 38 | J: i

13) Cc1cccc(CS(=O)(=O)Cc2ccc(C(=O)NCCN3CCCCC3C)o2)c1 (centres undefined)
  A: -3 | B: -1 | C: -1 | D: 2 | E: 2 | F: 2 | G: 2 | H: 1 | I: -14 | J: i

14) N#C/C(=C(/O)C(Cl)(Cl)Cl)c1nc2ccccc2[nH]1
  A: 23 | B: 2 | C: 0 | D: 6 | E: -11 | F: -1 | G: 10 | H: -5 | I: -2 | J: i

15) O=C(C(=O)N1CCc2ccccc2C1)c1cn(CC(=O)N2CCCC2)c2ccccc12
  A: -19 | B: -3 | C: 5 | D: -3 | E: 13 | F: -1 | G: -1 | H: 7 | I: -10 | J: i

16) NC(=O)C1CN(S(=O)(=O)c2ccc(Cl)cc2F)c2ccccc2O1 (centres undefined)
  A: 12 | B: -1 | C: 24 | D: 3 | E: 5 | F: 3 | G: 39 | H: -2 | I: 21 | J: i

17) Cc1ccc(S(=O)(=O)NN2C(=O)/C(=C/c3ccc(C(=O)O)cc3)SC2=S)cc1
  A: 35 | B: -1 | C: -3 | D: -18 | E: -51 | F: 2 | G: 22 | H: -2 | I: -11 | J: i

18) O=c1c2ccccc2n2c(-c3cccc(F)c3)nnc2n1Cc1ccccc1
  A: 32 | B: 1 | C: 9 | D: 1 | E: -37 | F: -1 | G: 7 | H: -5 | I: 44 | J: i

19) Cn1c(N)c(C(=O)COC(=O)CC2CC3CCC2C3)c(=O)n(C)c1=O (centres undefined)
  A: -1 | B: -2 | C: 3 | D: 6 | E: -9 | F: 0 | G: -11 | H: 1 | I: 6 | J: i

20) Cc1cc(C)n(S(=O)(=O)/C=C/c2ccccc2)n1
  A: 28 | B: 5 | C: 53 | D: 3 | E: 10 | F: 2 | G: 54* | H: -7 | I: -56 | J: i

21) CCOc1ccc(CNC(=O)CCc2cn(C)c3ccccc23)cc1OC
  A: 12 | B: 2 | C: -5 | D: -2 | E: -25 | F: -3 | G: 17 | H: 3 | I: 8 | J: i

22) CC(=O)c1ccc(N2CCN(S(=O)(=O)c3cn(C)cn3)CC2)cc1
  A: 12 | B: -1 | C: 1 | D: 0 | E: 9 | F: 1 | G: -2 | H: 0 | I: -12 | J: i

23) C=CCC(C)(NCc1ccccc1)c1ccco1 (centres undefined)
  A: 18 | B: 1 | C: -1 | D: 0 | E: -14 | F: -2 | G: 13 | H: 0 | I: 20 | J: i

24) CC(C)=Cc1c(O)nc2ccccn2c1=O
  A: 6 | B: 7 | C: 1 | D: 10 | E: 2 | F: 0 | G: -2 | H: -2 | I: -2 | J: i

25) CC(=O)NC1(C(F)(F)F)C(=O)Nc2c1c(=O)[nH]c(=O)n2Cc1ccco1 (centres undefined)
  A: 7 | B: 1 | C: -2 | D: 1 | E: -18 | F: 0 | G: 5 | H: -5 | I: 3 | J: i

Whole records as entered above. Order of screens: AI-2 QS mod, HSP90 refold inh, HSF1 inh, IEC-6 tox, KLF5 inh, GSK3B inh, HSF1 activator, GSK3A inh, aSyn 5UTR inh, PolyA inhibitor
COc1ccc(/C=N/N=C(\N)c2nonc2N)cc1 reads -7, 12, -3, -6, -80, 2, 2, ., -111, i
O=c1c2ccccc2n2c(-c3cccc(F)c3)nnc2n1Cc1ccccc1 reads 32, 1, 9, 1, -37, -1, 7, -5, 44, i
Cn1c(N)c(C(=O)COC(=O)CC2CC3CCC2C3)c(=O)n(C)c1=O (centres undefined) reads -1, -2, 3, 6, -9, 0, -11, 1, 6, i
CC(C)=Cc1c(O)nc2ccccn2c1=O reads 6, 7, 1, 10, 2, 0, -2, -2, -2, i

Next results follow:
Screens in order: AI-2 QS mod, HSP90 refold inh, HSF1 inh, IEC-6 tox, KLF5 inh, GSK3B inh, HSF1 activator, GSK3A inh, aSyn 5UTR inh, PolyA inhibitor
26: CN(C(=O)c1ccccc1Br)C1CCS(=O)(=O)C1 (centres undefined)
→ 13, ., -7, ., ., 4, 6, -3, 0, i
27: COc1ccccc1NS(=O)(=O)c1cc(NC(=S)Nc2cc(C)cc(C)c2)ccc1Cl
→ 25, -1, -4, 2, -8, 4, -2, -5, -36, i
28: CCN(CC)c1ccc(/C=N/NC(=O)c2cccc(S(=O)(=O)N3CCOCC3)c2)cc1
→ 45, -4, -4, -5, 6, 0, 2, -2, 9, i
29: Cc1cccc(C(=O)OC2CCOC2=O)c1C (centres undefined)
→ 16, -1, -3, -9, -3, -4, 10, -4, 2, i
30: COc1ccccc1Nc1ncccc1C(=O)NCc1ccccc1
→ -9, 6, 4, 2, -2, 4, 0, -2, 17, i
31: Cc1ccc(NC(=O)COc2ccccc2C(=O)NCCc2ccccc2)cc1
→ 23, -5, -9, -1, -32, 7, -1, 5, -18, i
32: N=c1n(CCO)c2ccccc2n1CCN1CCCCC1
→ 19, 3, ., 5, 5, 0, ., -4, ., .
33: CN(C)C(=O)CSc1nnc(-c2ccc(F)cc2)c2ccccc12
→ 16, -2, 24, 1, -12, -4, 38, -2, 5, i
34: O=C(NCc1ccco1)/C(=C/c1ccc(Br)cc1)NC(=O)c1ccco1
→ 8, 1, 3, 3, 6, -2, 32, -2, -25, i
35: CCCCn1c(N)c(Sc2ccc([N+](=O)[O-])cc2)c(=O)[nH]c1=O
→ 33, 4, 16, 9, 22, 1, 27, 0, 7, i
36: COc1ccc(COn2nnc3ccc(S(=O)(=O)N4CCOCC4)cc32)cc1F
→ 13, ., 5, ., ., 2, 13, -2, 6, i
37: O=C(CN1C(=O)CSC1=O)Nc1ccc(C(=O)O)cc1
→ 13, 1, 2, 1, -31, 3, -7, -4, -6, i
38: COc1ccc(N(CC(=O)Nc2cc(OC)ccc2OC)S(=O)(=O)c2c(C)noc2C)cc1
→ 11, 1, 35, 1, -24, 3, 43, 6, 22, i
39: CS(=O)(=O)N1N=C(c2cccs2)CC1c1ccccc1F (centres undefined)
→ 32, 3, -6, 6, -25, 1, 8, -2, 10, i
40: Cc1nc(N2CCN(Cc3ccccc3)CC2)nc2c1CCC2
→ -6, 0, -3, 0, 6, -6, -4, -1, 11, i
41: CC(C)(C)CC(=O)Nc1cc2c3c(c1)CC(=O)N3CCC2
→ 5, -5, 0, -7, -11, 1, 6, -3, 10, i
42: CNc1nc(N)c([N+](=O)[O-])c(NC2CCCCC2)n1
→ 5, 2, -3, -1, -27, -1, -9, -2, 45, i
43: Cc1ccc(-c2noc(CCC(=O)NCc3ccco3)n2)cc1
→ 20, 24*, -3, 5, -38, -1, -3, -3, 4, i
44: COc1cccc(COC(=O)C2CCN(C(=O)c3ccccc3C)CC2)c1OC
→ 11, -4, -6, -4, -15, 3, -3, 1, -27, i
45: CCN(CC)S(=O)(=O)c1ccc(C(=O)NC2=C(C(=O)OC)SCC2)cc1
→ 11, -2, -1, 0, 11, 1, -9, -3, 14, i
46: COc1ccc(C(=O)c2c[nH]c(C(=O)NCCCn3ccnc3)c2)cc1
→ 1, 5, 0, 6, -6, -13, 37, 11, -26, i
47: COc1ccc(S(=O)(=O)N2CCC3(CC2)OCCN3S(=O)(=O)c2ccccc2)cc1OC
→ -9, ., -9, ., ., -1, -14, -3, 18, i
48: C/C(=N\Nc1ccccc1)c1cc2ccccc2oc1=O
→ 20, -1, -8, 3, -20, 2, -3, -2, -10, i

2 of these compounds, reformatted:
(26) CN(C(=O)c1ccccc1Br)C1CCS(=O)(=O)C1 (centres undefined)
- AI-2 QS mod = 13
- HSP90 refold inh = .
- HSF1 inh = -7
- IEC-6 tox = .
- KLF5 inh = .
- GSK3B inh = 4
- HSF1 activator = 6
- GSK3A inh = -3
- aSyn 5UTR inh = 0
- PolyA inhibitor = i

(27) COc1ccccc1NS(=O)(=O)c1cc(NC(=S)Nc2cc(C)cc(C)c2)ccc1Cl
- AI-2 QS mod = 25
- HSP90 refold inh = -1
- HSF1 inh = -4
- IEC-6 tox = 2
- KLF5 inh = -8
- GSK3B inh = 4
- HSF1 activator = -2
- GSK3A inh = -5
- aSyn 5UTR inh = -36
- PolyA inhibitor = i

Screens from PubChem BioAssay.
